Screening results: PubChem BioAssay, several laboratories
DNMT1 block = blocks human DNA methyltransferase DNMT1 | P26358 | DNMT1 molecular beacon, Hinp1I cleavage, fluorescence | inhibition (reported as % activation of signal), % at 10 µM | hit rate 0.83% among 360,000; in the data active = inhibition above about 50%
CSN inh = blocks human CSN-mediated cullin deneddylation; AID 651999; Purified CSN, SCF-Nedd8-OG deneddylation, fluorescence polarization; hit rate 0.38% among 360,000; inhibition, % at 12.5 µM; Q92905;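 active = pattern-corrected inhibition above about 35%, with an unprinted fluorescence ratio check between 0.5 and 1.5, limit read from the data, passing the limit was not always enough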;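 note: 0% = enzyme with substrate and 100% = substrate without enzyme; some results filed as inactive read as strong as hits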
Target sequence (Q92905 whole entry, looked up, one chain of several): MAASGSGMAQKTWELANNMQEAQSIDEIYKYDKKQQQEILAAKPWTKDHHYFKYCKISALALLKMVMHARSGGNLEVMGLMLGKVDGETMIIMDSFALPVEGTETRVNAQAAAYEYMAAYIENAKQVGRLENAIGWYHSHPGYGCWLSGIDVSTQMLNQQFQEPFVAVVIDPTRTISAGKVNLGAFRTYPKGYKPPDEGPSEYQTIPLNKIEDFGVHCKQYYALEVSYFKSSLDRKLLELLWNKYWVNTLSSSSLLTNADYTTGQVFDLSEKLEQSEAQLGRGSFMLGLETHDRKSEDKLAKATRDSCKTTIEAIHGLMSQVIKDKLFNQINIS
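Detection – fluorescence polarization · System – HEK293T-derived human Csn5 enzyme · Controls – substrate-only high control, full reaction low control · Timing – 90 min, room temperature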
LMPTP inh = blocks human LMPTP phosphatase; P24666; recombinant LMPTP-A, OMFP fluorogenic substrate, fluorescence intensity; inhibition, % at 20 µM; AID 651560; hit rate 0.22% among 360,000;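 active = compounds that cut the enzyme signal by at least half of the control window in the single-dose screen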;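 note: plate controls were DMSO wells with enzyme plus substrate for no effect and substrate without enzyme for full effect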
Target sequence (P24666 whole entry, looked up): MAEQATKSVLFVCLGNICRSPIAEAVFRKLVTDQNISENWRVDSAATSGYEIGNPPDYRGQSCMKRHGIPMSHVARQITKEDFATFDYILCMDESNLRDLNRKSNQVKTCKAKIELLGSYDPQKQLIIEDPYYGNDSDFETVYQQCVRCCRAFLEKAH
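Test system: LMPTP-A phosphatase enzyme. Amount: LMPTP-A at 0.625 nM final in the reaction. Reagent: OMFP substrate, 400 µM final. Times: 50 min at room temperature. Signal: endpoint fluorescence intensity from OMFP dephosphorylation. Read-out basis: % inhibition. Benchmarks: no-enzyme and uninhibited controls.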
Rpn11 inh = blocks the human proteasome subunit Rpn11; O00487; calls only at 20 µM; hit rate 0.59% among 360,000; human 26S proteasome, Ub4-pepOG fluorescence polarization; 20S core pre-blocked with epoxomicin;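 active = inhibition at 20 µM, scaled to each plate's controls, above about 33%, limit read from the data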
Target sequence (O00487 whole entry, looked up): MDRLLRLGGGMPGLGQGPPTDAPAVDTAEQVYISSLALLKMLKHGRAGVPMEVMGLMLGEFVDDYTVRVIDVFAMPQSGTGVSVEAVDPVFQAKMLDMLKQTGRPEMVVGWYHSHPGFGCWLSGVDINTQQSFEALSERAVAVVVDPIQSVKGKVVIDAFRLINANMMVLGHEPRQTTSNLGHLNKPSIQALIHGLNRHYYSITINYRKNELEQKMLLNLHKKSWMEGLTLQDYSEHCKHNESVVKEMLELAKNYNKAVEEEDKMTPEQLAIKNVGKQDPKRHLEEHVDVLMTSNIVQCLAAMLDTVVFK
SUMO1-SIM PPI = alters human SUMO1 binding to SIM partners | AID 602429 | P63165 | hit rate 0.33% among 360,000 | SUMO1 binding to a labelled peptide, TR-FRET, 1 h | inhibition, % at 20 µM; in the data active = inhibition above about 37%
Target sequence (P63165 whole entry, looked up): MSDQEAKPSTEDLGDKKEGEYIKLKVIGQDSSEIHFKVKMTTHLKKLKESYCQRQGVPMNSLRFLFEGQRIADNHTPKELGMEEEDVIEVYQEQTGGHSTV
STEP block = STEP (human) phosphatase inhibition; P54829; AID 588621; recombinant STEP, OMFP fluorogenic substrate, fluorescence; inhibition, % at 20 µM; hit rate 0.25% among 360,000;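 active = inhibition at 20 µM, scaled per plate between control wells, above about 37%, limit read from the data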;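 note: 0% = DMSO with enzyme and substrate and 100% = substrate only without enzyme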
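Also added – OMFP at 25 µM · Test system – STEP tyrosine phosphatase · Technique – FITC-channel fluorescence of OMFP product · Schedule – 20 min at room temperature, dark · Evaluation – control-normalized % inhibition with plate pattern correction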
Scp-1 inhibitor = inhibitors of human Scp-1 phosphatase. Recombinant Scp1, phosphopeptide, malachite green phosphate absorbance. inhibition, % at 20 µM. hit rate 0.88% among 340,000;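 active = inhibition above about 50% at 20 µM, limit read from the data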;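 note: plate controls were DMSO wells with enzyme for no effect and wells lacking enzyme for full effect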
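Assay system: SCP-1 catalytic fragment, aa 76-261 | Buffer or medium: Tris acetate buffer pH 5.5 with MgCl2 and Tween-20 | Compound: One concentration, 20 µM, with 1.0% DMSO | Also added: Phospho 17-mer peptide substrate | Signal: Absorbance at 630 nm | Incubation: 45 min enzyme reaction at room temperature | Measure: % inhibition of SCP-1 phosphate liberation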
TbMetRS inhib = blocks T. brucei methionyl-tRNA synthetase activity; purified T. brucei MetRS, ATP depletion, Kinase-Glo luminescence; inhibition, % at 11.9 µM; hit rate 0.4% among 360,000;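 active = inhibition above a per-plate cutoff of the control wells' mean inhibition plus 3 SD, cut at about 5.5% in these data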;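 note: 0% = DMSO wells median and 100% = median of wells with control inhibitor compound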
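System: purified T. brucei MetRS enzyme / Detection: Kinase-Glo luciferase luminescence reporting remaining unconsumed ATP / Medium: HEPES buffer with MgCl2, KCl, DTT, spermine, BSA, pyrophosphatase / Replication: singlicate, one well per compound / Evaluation: percent inhibition relative to median high and low control wells / Schedule: 2 h aminoacylation at 25 °C after 15 min preincubation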
NadD inh = NadD (S. aureus) enzyme inhibition | inhibition, % at 20 µM | hit rate 0.78% among 360,000 | AID 602399 | purified NadD enzyme, colorimetric absorbance read-out; in the data active = inhibition above about 26%; note: some compounds past the cut are filed as inactive
MsrA inhibitor = bovine MsrA inhibition; inhibition, % at 15.5 µM; hit rate 0.75% among 360,000; purified bovine MsrA, absorbance read-out; in the data active = inhibition above about 4.5%;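 note: 0% = vehicle wells with enzyme and 100% = reference inhibitor wells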
* hit, by the source's call; i = inactive; · = not tested or not shown. Hits appear at their usual frequency (roughly 3.9% active in at least one column).

Compound,DNMT1 block,CSN inh,LMPTP inh,Rpn11 inh,SUMO1-SIM PPI,STEP block,Scp-1 inhibitor,TbMetRS inhib,NadD inh,MsrA inhibitor
Cc1ccc(C(=O)c2ccccc2C(=O)OCC(=O)N2CC(C)CC(C)C2)cc1 (stereo not drawn),-1.2,0.3,1.0,i,0.0,-0.1,-7.9,-0.5,4.9,-0.5
COc1cccc(-c2cnc3c(NC=O)cc(-c4ccc(N(C)C)cc4)cn23)c1,-16.7,9.8,4.2,i,-9.3,0.0,·,-0.1,15.1,2.0
O=C(NCCO)c1ccc2c3n(nc2c1)-c1ccccc1CO3,1.2,-0.1,0.4,i,-21.7,1.1,0.6,0.1,-3.0,2.4
COc1ccc(NC(=O)COC(=O)CC23CC4CC(CC(C4)C2)C3)c([N+](=O)[O-])c1,-0.9,2.0,3.2,i,-6.0,0.8,-9.4,-0.5,-5.6,1.0
N#CC1=C(N)NC(SCC(=O)Nc2ccccc2)=C(C#N)C12CCCCC2,-6.9,-0.9,1.7,i,-0.9,-4.7,3.0,0.3,-0.4,1.8
CC12CCC(=O)C=C1CCC1C3CC(O)C(O)(C(=O)CO)C3(C)CC(O)C12F (stereo not drawn),-2.7,3.9,-0.9,i,26.5,-3.3,-15.3,0.0,-0.5,-0.6
Nc1[nH]c(C(=O)c2ccccc2)c(-c2c(F)cccc2F)c1C(=O)c1ccc(Cl)c(Cl)c1,·,-5.3,1.2,·,4.6,·,·,-0.8,14.8,-0.7
CC1CN(C(=O)COc2ccc3ccccc3c2)CC(C)O1 (stereo not drawn),0.1,-3.0,-0.4,i,5.2,0.7,-2.7,-0.3,2.8,-0.9
O=C(CSc1n[nH]c(=O)[nH]c1=O)N/N=C/C=C/c1ccccc1,0.9,-5.4,-2.3,i,-16.6,2.4,0.2,-0.1,-6.5,2.4
Cc1ccc(C(=O)COC(=O)c2cccc(NC(=O)c3ccc([N+](=O)[O-])cc3[N+](=O)[O-])c2)cc1,-2.6,-1.5,-0.3,i,-16.2,0.9,-9.4,-0.9,10.7,1.5

By substructure, the entries above containing fluorine
Compound,DNMT1 block,CSN inh,LMPTP inh,Rpn11 inh,SUMO1-SIM PPI,STEP block,Scp-1 inhibitor,TbMetRS inhib,NadD inh,MsrA inhibitor
CC12CCC(=O)C=C1CCC1C3CC(O)C(O)(C(=O)CO)C3(C)CC(O)C12F (stereo not drawn),-2.7,3.9,-0.9,i,26.5,-3.3,-15.3,0.0,-0.5,-0.6
Nc1[nH]c(C(=O)c2ccccc2)c(-c2c(F)cccc2F)c1C(=O)c1ccc(Cl)c(Cl)c1,·,-5.3,1.2,·,4.6,·,·,-0.8,14.8,-0.7

Carrying on.
Compound,DNMT1 block,CSN inh,LMPTP inh,Rpn11 inh,SUMO1-SIM PPI,STEP block,Scp-1 inhibitor,TbMetRS inhib,NadD inh,MsrA inhibitor
Cc1cccc(-n2ccnc2SCC(=O)Nc2cc(C)on2)c1,0.6,2.0,-0.3,i,-3.1,-4.1,-14.5,-0.6,4.1,0.2
COc1ccccc1/C=C/C(=O)c1cc(Br)ccc1OC(=O)c1ccco1,7.2,7.4,5.4,i,4.0,2.4,-11.7,0.1,-2.7,0.1
CCCc1cc(C(=O)Nc2cccc(-c3nn[nH]n3)c2)sc1C,1.0,1.0,-3.9,i,22.1,-2.0,·,0.6,3.9,1.5
COc1ccc(NC(=O)CN(C)CC(=O)NCC2CCCCC2)cc1,1.3,1.7,-0.4,i,4.9,-2.0,-1.1,-0.5,0.3,-1.0
COc1ccc(CCNC(=O)C(=O)N2CCCC2)cc1OC,0.9,-2.3,-1.5,i,0.5,-1.3,-4.7,-0.7,-6.2,-0.8
COc1ccccc1OCCC(=O)N1CCN(c2ccccc2OC)CC1,0.3,0.5,1.8,i,1.4,-2.8,-2.5,0.1,0.3,-1.0
Cc1csc2ncnc(NNC(=O)c3ccc(Cl)cc3)c12,1.4,0.4,-1.3,i,-2.2,-3.0,3.8,0.6,-2.2,0.6
COc1ccc(C(=O)NC2c3ccccc3-c3ccccc32)cc1,16.0,-3.0,-1.5,i,-0.4,2.9,-5.7,-0.5,7.7,0.9
C/C(=N/NC(N)=S)c1ccc(Br)s1,-5.1,-1.7,0.0,i,3.0,2.8,-6.4,-1.5,9.5,3.5
COC(=O)C(NC(C)=O)(Nc1ccc(Br)cn1)C(F)(F)F (stereo not drawn),1.4,-3.4,-0.4,i,-1.3,2.0,-0.4,-0.2,3.2,-0.1
Nc1nc(NC(=O)c2cccc(S(=O)(=O)N3CCCCCC3)c2)nc(-c2ccccc2)n1,-2.8,-0.1,-2.0,i,3.6,-0.8,1.0,-1.0,20.2,0.2
COc1ccc(CNC(=O)C(=O)c2cn(CC(=O)N3CCOCC3)c3ccccc23)cc1,0.3,-2.5,0.5,i,-15.1,0.3,-5.1,0.2,4.4,1.5
O=C(NCc1cc(Cl)cc(Cl)c1)c1ccc2nc(COCCO)[nH]c2c1,-3.8,-0.6,-0.2,i,2.8,-2.2,·,20.9*,3.1,0.3
COc1ccccc1NS(=O)(=O)c1cccc(C(=O)N2CCN(Cc3ccc4c(c3)OCO4)CC2)c1,-12.0,-0.2,-9.6,i,-31.2,-1.1,-5.7,-0.4,4.9,-1.1
O=C(Nc1ccc(Nc2ccncc2)cc1)c1ccc(Nc2ccnc3ccc([N+](=O)[O-])cc23)cc1[N+](=O)[O-],22.7,54.5*,89.2*,i,44.9*,1.5,-7.3,-0.3,12.9,2.3
CCCCCCCCN1C(=O)[C@H](CC(=O)NCCCOCCCC)C[C@@]2(C(=O)OCC)CCCC=C12,·,2.5,4.6,·,7.2,·,·,-0.4,7.6,-1.7
CCOC(=O)/C(C#N)=C/Nc1ccccc1OC,4.9,-4.4,-0.8,i,1.0,-2.8,-3.6,-1.0,-4.1,12.3*
CCOC(=O)c1csc(N)n1,-0.6,2.1,0.1,i,-1.0,-2.2,-1.4,0.2,2.3,-2.7
Cc1ccc(C)c(N(C(=O)c2csnn2)C(C(=O)NC2CCCCC2)c2ccccn2)c1 (stereo not drawn),-0.4,-1.2,-1.3,i,6.4,-2.8,-7.1,-0.3,-2.1,0.1
COc1ccc(-c2csc(NC(=O)C3=NN(c4ccccc4)C(=O)CC3)n2)cc1,-1.9,-2.6,1.1,i,-4.5,-2.9,0.4,-0.1,7.5,0.0
Cc1cc(NC(=O)COC(=O)C2CC(=O)N(c3ccc(Cl)cc3)C2)no1 (stereo not drawn),-2.0,1.2,0.2,i,-1.2,-1.1,-0.8,-0.5,-2.5,-1.1
CCN(CC)C(=O)N1CCN(C)CC1,-2.2,-3.6,-1.8,i,3.6,2.3,-6.3,-0.6,0.3,1.6
Cc1nc2ccc(NC(=O)CS(=O)(=O)c3ccccc3)cc2s1,0.9,-6.0,-1.4,i,2.1,-1.6,-0.6,0.5,-2.0,-0.6
Cc1cc(C)n2nc(-c3ccc(F)cc3)nc2n1,0.8,-3.5,-1.6,i,2.5,-4.3,35.8,-1.0,-7.3,0.8
O=C1CC(c2cccc([N+](=O)[O-])c2)c2c(ccc3ccccc23)N1 (stereo not drawn),10.8,5.0,-0.9,i,-9.7,0.7,-6.1,0.2,-1.0,1.0
Cc1ccc(OCc2nc(-c3ccc(Cl)cc3)n[nH]2)cc1,0.7,-1.1,0.4,i,4.3,-3.1,-3.4,2.6,-12.0,-0.1
CCN(CC(=O)NCc1ccc(Cl)cc1)C(=O)c1cccc(S(=O)(=O)Nc2ccc(OC)cc2)c1,-2.9,-1.9,0.7,i,-0.5,-2.2,-4.0,-0.4,-0.7,-0.2
Cc1cccc(N2CC(C(=O)Nc3nnc(SCCN4CCOCC4)s3)CC2=O)c1 (stereo not drawn),4.8,-0.7,0.7,i,0.0,3.1,-7.1,-0.2,26.6*,0.2
N#CC1(NC(=O)CSc2nnc(Cc3ccccc3)o2)CCCCC1,4.9,-4.4,-0.1,i,-1.6,1.4,14.8,-0.7,10.2,0.0
CC(=O)Nc1ccc(NC(=O)C(C)Sc2n[nH]c(=O)n2Cc2ccccc2)cc1 (stereo not drawn),-3.4,5.9,0.4,i,2.5,-2.0,-4.9,0.0,-16.4,-1.8

Sorted by heavy-atom count (rising): some entries from above
Compound,DNMT1 block,CSN inh,LMPTP inh,Rpn11 inh,SUMO1-SIM PPI,STEP block,Scp-1 inhibitor,TbMetRS inhib,NadD inh,MsrA inhibitor
CCOC(=O)c1csc(N)n1,-0.6,2.1,0.1,i,-1.0,-2.2,-1.4,0.2,2.3,-2.7
CCN(CC)C(=O)N1CCN(C)CC1,-2.2,-3.6,-1.8,i,3.6,2.3,-6.3,-0.6,0.3,1.6
Cc1cc(C)n2nc(-c3ccc(F)cc3)nc2n1,0.8,-3.5,-1.6,i,2.5,-4.3,35.8,-1.0,-7.3,0.8
O=C(Nc1ccc(Nc2ccncc2)cc1)c1ccc(Nc2ccnc3ccc([N+](=O)[O-])cc23)cc1[N+](=O)[O-],22.7,54.5*,89.2*,i,44.9*,1.5,-7.3,-0.3,12.9,2.3

Additional compounds:
Compound,DNMT1 block,CSN inh,LMPTP inh,Rpn11 inh,SUMO1-SIM PPI,STEP block,Scp-1 inhibitor,TbMetRS inhib,NadD inh,MsrA inhibitor
COc1ccc(-n2c(C)nc3cc(C(=O)NCc4ccco4)ccc32)cc1,1.8,0.6,-0.8,i,-1.4,-3.5,-5.6,-1.0,-4.0,1.7
COc1ccc(C(=O)OCCN2CCCCC2)cc1,-2.0,-5.3,-1.0,i,0.5,1.5,-6.9,0.9,0.9,0.1
CCOCCCNCc1c(Cl)cccc1Cl,11.0,-10.3,-3.7,i,0.0,-1.9,12.6,0.6,-5.4,-0.7
CC(C)Cc1cc(C(=O)N2CCN(C(c3ccccc3)c3ccccc3)CC2)no1,-1.0,-2.4,3.5,i,5.8,-0.4,-4.2,-0.3,2.0,0.7
O=C1NC[C@H](CCCCN2C[C@H](Cc3ccc(O)cc3)N(Cc3ccccc3)C(=O)C2=O)N(CC2CCCCC2)C1=O,·,-3.6,-2.5,·,-3.3,·,·,-1.6,18.3,0.7
Cc1ccc(S(=O)(=O)n2ccc(=O)[nH]2)cc1,-4.1,-3.5,-0.7,i,-0.3,-0.7,-3.0,-0.3,-1.2,0.5
Cc1ccc(NC(=S)N/N=C2\CCCCC2C)cc1 (stereo not drawn),-2.0,-2.3,-0.5,i,-10.2,0.1,-8.6,-0.3,-3.2,0.1
COC(=O)CCN(C(=O)c1cccc([N+](=O)[O-])c1)c1ccccn1,4.2,2.0,-0.5,i,-5.0,0.7,4.6,-1.4,2.8,-0.2
